High-throughput results from PubChem.
CHRM1 antagonist: blocks human M1 muscarinic receptor | P11229 | CHO-K1 hM1, Fluo-8 calcium fluorescence, ACh EC80 antagonist | inhibition, % at 3 µM | 360,000 tested, 1.3% active | AID 588852;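 active = percent inhibition above its own plate's cutoff, namely the mean of that plate's compound wells plus 3 SD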;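 note: peak over basal fluorescence ratio during 140 s after agonist addition; 0% = ACh EC80 plus DMSO and 100% = DMSO alone without agonist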
Target sequence (P11229 whole entry, looked up): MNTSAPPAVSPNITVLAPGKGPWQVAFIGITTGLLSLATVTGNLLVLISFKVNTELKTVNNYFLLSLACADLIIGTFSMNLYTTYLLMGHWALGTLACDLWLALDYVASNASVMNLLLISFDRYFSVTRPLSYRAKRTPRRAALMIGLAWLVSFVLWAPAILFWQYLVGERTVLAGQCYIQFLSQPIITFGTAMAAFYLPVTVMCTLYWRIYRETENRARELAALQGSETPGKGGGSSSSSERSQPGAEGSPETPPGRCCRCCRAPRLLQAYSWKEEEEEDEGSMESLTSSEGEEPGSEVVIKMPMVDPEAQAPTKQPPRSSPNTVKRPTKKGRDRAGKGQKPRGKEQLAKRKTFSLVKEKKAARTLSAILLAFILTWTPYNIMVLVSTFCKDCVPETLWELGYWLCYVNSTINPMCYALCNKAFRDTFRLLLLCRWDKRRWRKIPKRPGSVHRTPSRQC
OXTR potentiate: potentiates the human oxytocin receptor response; 320,000 tested, 0.061% active; activation, % at 3 µM; CHO-OTR cells, Fluo-8 calcium fluorescence, potentiator mode; 0% = oxytocin EC15, 100% = EC100; P30559; AID 2445;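 active = activation above that plate's cutoff, the mean activation of tested compounds plus 3 SD, cut at about 6.6% in these data, passing the limit was not always enough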;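 note: 100% uses oxytocin at 75 nM as the full agonist control; some results filed as inactive read as strong as hits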
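test system = CHO-OTR cells, human receptor | compound = single-point 3.0 µM | schedule = 6 min compound pre-incubation at room temperature, 100 s kinetic read | signal = Fluo-8 no-wash calcium dye fluorescence, excitation 470-495 nm, emission 515-575 nm | repeats = single well per compound, singlicate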
M1 PAM: potentiates human M1 receptor response to acetylcholine | CHO-K1 hM1, Fluo-8 calcium fluorescence, ACh EC20; 0% = ACh EC20, 100% = maximal ACh | AID 588819 | P11229 | activation, % at 3 µM | 360,000 tested, 0.088% active; in the data active = activation above about 19%, passing the limit was not always enough
CHO-K1 Ca antag: nonselective inhibitor or artifact in parental CHO-K1 cells; ATP-induced calcium, Fluo-8 fluorescence; AID 602250; 360,000 tested, 0.6% active; inhibition, % at 3 µM;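 active = inhibition above a per-plate cutoff, the plate's mean sample inhibition plus 3 SD, cut at about 24% in these data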;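 note: 0% = DMSO plus EC80 ATP and 100% = DMSO alone without ATP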
CHRM1 agonist: agonists of human M1 muscarinic receptor; P11229; CHO-K1 hM1, Fluo-8 calcium fluorescence, agonist mode; 0% DMSO, 100% acetylcholine EC100; activation, % at 3 µM; 360,000 tested, 0.33% active;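 active = activation above the run's mean compound activation plus 3 SD, cut at about 16% in these data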;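 note: peak over basal fluorescence ratio within a 140 s kinetic read after compound addition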
CHO parental Ca: signal in parental CHO cells, OX1R antagonist counter-screen | parental CHO-K1, ATP-induced calcium, Fluo-8 fluorescence | inhibition, % at 5.6 µM | 330,000 tested, 0.63% active;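 active = inhibition above that plate's mean sample inhibition plus 3 SD, cut at about 26% in these data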;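 note: 0% = ATP-challenged DMSO wells and 100% = DMSO wells without ATP; some compounds past the cut are filed as inactive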
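Assay system: untransfected parental CHO cell line. Also added: ATP agonist challenge. Dosing: one dose, 5.6 µM nominal. Measured by: Fluo-8 fluorescence. Read-out: % inhibition. Benchmarks: ATP wells versus no-ATP DMSO wells. Repeats: no replicates.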
CHO-K1 Ca ag: nonselective activator or artifact in parental CHO-K1 cells; Fluo-8 calcium fluorescence; scaled to maximal ATP response, vehicle zero; activation, % at 3 µM; 360,000 tested, 0.48% active; AID 602248; in the data active = activation above about 15%;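 note: untransfected CHO-K1 host cells lacking M1 receptor as counterscreen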
CHRM4 agonist: agonists of human muscarinic M4 receptor (CHRM4) | P08173 | CHO-K1 hM4/Gqi5, Fluo-8 calcium fluorescence; vehicle 0%, full acetylcholine response 100% | activation, % at 3 µM | 360,000 tested, 0.14% active | AID 624127;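 active = activation above the run mean over all test wells plus 3 SD, cut at about 32% in these data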;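 note: peak over basal fluorescence ratio per well then scaled between controls; 0% = DMSO wells and 100% = acetylcholine at EC100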
Target sequence (P08173 whole entry, looked up): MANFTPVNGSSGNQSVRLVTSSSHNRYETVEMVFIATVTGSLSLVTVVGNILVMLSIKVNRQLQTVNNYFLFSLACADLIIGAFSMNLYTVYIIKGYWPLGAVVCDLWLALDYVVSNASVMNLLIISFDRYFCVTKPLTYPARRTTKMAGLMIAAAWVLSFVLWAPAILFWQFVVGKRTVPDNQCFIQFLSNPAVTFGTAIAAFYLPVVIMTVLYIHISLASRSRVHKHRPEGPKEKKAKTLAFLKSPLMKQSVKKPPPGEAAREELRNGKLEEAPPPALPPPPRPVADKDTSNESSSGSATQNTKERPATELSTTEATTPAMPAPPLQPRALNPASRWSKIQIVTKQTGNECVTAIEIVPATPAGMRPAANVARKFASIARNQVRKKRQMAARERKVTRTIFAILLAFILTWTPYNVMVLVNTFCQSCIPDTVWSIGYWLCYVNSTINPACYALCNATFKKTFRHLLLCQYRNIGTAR
CHRM4 antagonist: CHRM4 antagonism in calcium assay | 360,000 tested, 0.73% active | inhibition, % at 3 µM | P08173 | CHO-hM4 cells, ACh EC80, Fluo-8 calcium fluorescence | AID 624125;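 active = inhibition above its plate's cutoff, the mean inhibition of sample wells plus 3 SD, cut at about 27% in these data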;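 note: 0% = acetylcholine EC80 with DMSO and 100% = DMSO without agonist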
* hit, by the source's call; · = not tested or not shown. This is a random part of the collection. About 2.9% of those tested had a hit in this group.

SMILES	CHRM1 antagonist	OXTR potentiate	M1 PAM	CHO-K1 Ca antag	CHRM1 agonist	CHO parental Ca	CHO-K1 Ca ag	CHRM4 agonist	CHRM4 antagonist
CCn1c(CSCc2ccc(Cl)cc2)nnc1SCC(=O)Nc1cccc(C(=O)O)c1	-8	-13	12	-13	-3	12	0.1	1	-10
CC(C(=O)N1CCN(c2ccccc2)CC1)N1C(=O)C2CC=CCC2C1=O (stereo not given)	-10	-12	6	-14	-3	-9	0.7	1	2
CC(=O)Nc1cc(C(=O)c2ccccc2)ccc1N1CCOCC1	8	-8	2	-3	-1	-2	0.3	1	-3
CC(=O)c1cccc(NC(=O)C2Cc3c(-c4cccc(F)c4)ccnc3O2)c1 (stereo not given)	-2	·	-5	-8	2	·	8.6	21	-4
O=Nc1onc(-c2ccc([N+](=O)[O-])cc2)c1NO	-5	-11	4	-14	-3	6	0.3	1	-11
CN(C)CCNC(=O)/C(=C/c1ccc(-c2cccc(Cl)c2)o1)NC(=O)c1ccccc1	0	-3	-2	8	-4	-16	-0.2	-1	10
CCOC(=O)c1ccc(-c2ccc(/C=C(\C#N)C(=O)NCC3CCCO3)o2)cc1 (stereo not given)	-5	-6	1	-4	-4	-28	0.8	2	-7
COc1ccc(CCN(C(=O)Cn2nnc3ccccc32)C(C(=O)NCC2CCCO2)c2ccncc2)cc1OC (stereo not given)	-12	-6	11	-9	-5	-9	1.1	0	0
Cc1ccc(NC(=O)C2CCCN(S(=O)(=O)c3ccc4c(c3)oc(=O)n4C)C2)nc1 (stereo not given)	-5	-4	6	6	-4	-1	1.3	5	-8
CSC(=S)N/N=C/c1ccc(N(C)C)cc1	-6	0	10	8	-1	-2	-0.5	0	-2
Cc1ccc(N2CCN(S(=O)(=O)c3ccc(C)cc3)CC2)cc1	1	-11	5	6	-1	9	-0.5	0	4
O=C(NCCN1C(=O)S/C(=C/c2ccccc2)C1=O)C1CCCN1C(=O)c1cccs1 (stereo not given)	7	-3	0	5	-9	-20	3.6	1	0
CCOc1ccc(N2CC(O)(c3cccs3)[N+]3=C2CCCC3)cc1 (stereo not given)	41*	-15	-11	-7	-4	-6	1.1	1	26
COc1ccc(C2CC(c3cccs3)=NN2C(=O)CSc2nnnn2C)cc1OC (stereo not given)	8	-14	-6	6	-3	-30	15*	2	1
CCN(CC)S(=O)(=O)c1cccc(C(=O)Nc2nncs2)c1	-14	2	9	-42	-1	-4	1.2	2	-22
COC(=O)c1ccc(-c2ccco2)n1Cc1ccccc1Cl	-5	-13	8	-9	0	-41	0.7	-3	-5
C/C(=N\Nc1cccc(Cl)c1)c1ccc(-n2ccnc2)cc1	-5	-1	-7	-14	-7	-18	0.8	1	4
CN(C(=O)C1CCOC1)c1nnc(-c2cccnc2)s1 (stereo not given)	-12	0	10	-3	0	-1	0.1	0	0
COc1ccc(NC(=O)CSc2cc(C)nc3c(-c4ccccc4)cnn23)cc1	3	-9	4	-9	-2	-8	0.9	1	26
CC(=O)NC(C(=O)c1ccccc1)C(=O)c1ccccc1	-18	1	12	5	-6	5	-0.3	0	2
O=C(COc1ccc(Br)cc1)NCCN1CCCC1	-18	-6	8	-11	-10	-8	0.6	1	-9
Cc1n[nH]c(C)c1NC(=O)CN1CCN(S(=O)(=O)c2ccc(C(F)(F)F)cc2)CC1	-1	·	5	-7	-2	·	0.0	2	-11
CCCCN(C)CCC(=O)Nc1ccc(C)cc1	-15	-5	8	-17	-5	-3	-0.7	1	-12
Cc1cc(Cl)c2oc(C(=O)NCCN3CCCCC3CO)c(C)c2c1 (stereo not given)	-9	-2	7	-12	-5	-19	0.0	1	6
O=C(CSc1nnc(N2CCCC2)n1-c1ccccc1Cl)N1CCN(c2ccccn2)CC1	-10	0	7	2	-6	-19	0.2	4	-3
C/C(CC(=O)Nc1ccccc1Cl)=N\NC(=O)C(=O)NCCO	-8	-9	4	-8	-6	-21	-0.7	1	2
O=C(CCN1C(=O)C2C3CC(C(Br)C3Br)C2C1=O)OCC(=O)c1cccc([N+](=O)[O-])c1 (stereo not given)	-16	-3	15	-4	-2	-7	-0.1	1	-18
COc1ccc(/C=C/C(=O)NCc2cccnc2)cc1	-10	0	9	-14	-6	-4	0.8	1	-7
COc1ccc(-c2nc(C#N)c(NCc3ccco3)o2)cc1	-4	4	7	0	-13	0	-0.1	0	-2
CCOc1ccc(-c2nc(C)c(C(C)=O)n2O)cc1	-1	1	3	-10	-5	-11	0.5	1	1
COC(=O)c1ccc(NC(=S)N2CCN(CCO)CC2)cc1	5	-7	-3	8	-4	-8	-0.2	1	-6
O=C(CSc1ccc2c(c1)OCCO2)NCC1CCCO1 (stereo not given)	-14	-11	13	-9	-4	0	1.6	2	7
Cc1c(OCC(=O)NCCCN2CCOCC2)ccc2c3c(c(=O)oc12)CCCC3	2	-3	-1	-15	-5	-13	1.2	1	2
Cc1cc(NC(=O)CCC(=O)N(CC2CCCO2)C(C(=O)NC2CCCC2)c2ccccc2C)no1 (stereo not given)	-24	-3	7	-7	-5	-24	-0.7	0	7
CCCCC(=O)Nc1ccc(NC(=O)c2ccccc2[N+](=O)[O-])cc1OC	-3	-3	3	13	-6	-12	0.2	0	0
Cc1ccc(NC(=O)c2ccc(OCc3c(C)noc3C)cc2)c(C)c1	-4	-1	6	-19	-6	-2	3.2	4	-6

Given in CSV form: 5 of the compounds above.
mol,CHRM1 antagonist,OXTR potentiate,M1 PAM,CHO-K1 Ca antag,CHRM1 agonist,CHO parental Ca,CHO-K1 Ca ag,CHRM4 agonist,CHRM4 antagonist
Cc1n[nH]c(C)c1NC(=O)CN1CCN(S(=O)(=O)c2ccc(C(F)(F)F)cc2)CC1,-1,·,5,-7,-2,·,0.0,2,-11
O=C(CSc1nnc(N2CCCC2)n1-c1ccccc1Cl)N1CCN(c2ccccn2)CC1,-10,0,7,2,-6,-19,0.2,4,-3
C/C(CC(=O)Nc1ccccc1Cl)=N\NC(=O)C(=O)NCCO,-8,-9,4,-8,-6,-21,-0.7,1,2
CN(C(=O)C1CCOC1)c1nnc(-c2cccnc2)s1 (stereo not given),-12,0,10,-3,0,-1,0.1,0,0
CC(=O)NC(C(=O)c1ccccc1)C(=O)c1ccccc1,-18,1,12,5,-6,5,-0.3,0,2

(list continues)
SMILES	CHRM1 antagonist	OXTR potentiate	M1 PAM	CHO-K1 Ca antag	CHRM1 agonist	CHO parental Ca	CHO-K1 Ca ag	CHRM4 agonist	CHRM4 antagonist
CC(=O)c1ccc(-n2c(-c3cc(-c4ccco4)[nH]n3)n[nH]c2=S)cc1	-14	-13	9	9	-1	0	-0.5	1	16
COC(=O)c1ccc(NC(=O)C(C)N2C(=O)c3ccccc3C2=O)cc1 (stereo not given)	-8	0	7	-10	-2	-32	0.4	0	-6
O=C(NNC(=O)c1cccs1)c1ccc2ccccc2c1	-14	-5	14	-8	3	-22	1.3	2	-13
CCN1CCc2c(sc(NC(=O)c3ccc(S(=O)(=O)N4CCOCC4)cc3)c2C(N)=O)C1	-10	-1	3	-4	-9	-7	0.0	1	-5
O=C(O)c1cc(S(=O)(=O)N2CCOCC2)ccc1N1CCCCC1	-5	0	8	18	0	-1	-0.4	1	2
CN(C)c1ccc(-c2ccnc3c2CC(C)(C(=O)NCc2ccncc2)O3)cc1 (stereo not given)	-13	·	17	3	0	·	-0.1	-1	-2
O=C(CCc1ccc(S(=O)(=O)NCc2ccccc2)cc1)N1CCN(Cc2ccc3c(c2)OCO3)CC1	8	-13	-11	6	-4	-18	6.0	10	12
CCc1ccc(NC(=O)C(C)OC(=O)CC(NC(C)=O)c2ccccc2)cc1 (stereo not given)	0	-3	4	-10	-5	-10	0.4	-1	3
CC1CCN(CC(O)COc2ccc(F)cc2)CC1 (stereo not given)	-14	3	13	4	-6	-10	0.9	3	-8
COc1ccc(C(=O)c2no[n+]([O-])c2C(=O)c2ccc(OC)cc2)cc1	-1	-17	1	-14	-2	0	0.1	0	7
Cc1cc(/C=C2\SC(=S)N(C)C2=O)c(C)n1-c1ccccc1O	26	-9	-6	11	7	36*	15	12	27*
Cc1ccc(Cn2c(C(=O)O)cc3sccc32)cc1	-4	-4	1	0	-7	-9	0.1	0	8

One compound at a time (already shown):
Record of `Cc1cc(NC(=O)CCC(=O)N(CC2CCCO2)C(C(=O)NC2CCCC2)c2ccccc2C)no1` (stereo not given) → CHRM1 antagonist: -24; OXTR potentiate: -3; M1 PAM: 7; CHO-K1 Ca antag: -7; CHRM1 agonist: -5; CHO parental Ca: -24; CHO-K1 Ca ag: -0.7; CHRM4 agonist: 0; CHRM4 antagonist: 7
Record of `COc1ccc(NC(=O)CSc2cc(C)nc3c(-c4ccccc4)cnn23)cc1` → CHRM1 antagonist: 3; OXTR potentiate: -9; M1 PAM: 4; CHO-K1 Ca antag: -9; CHRM1 agonist: -2; CHO parental Ca: -8; CHO-K1 Ca ag: 0.9; CHRM4 agonist: 1; CHRM4 antagonist: 26

Carrying on.
SMILES	CHRM1 antagonist	OXTR potentiate	M1 PAM	CHO-K1 Ca antag	CHRM1 agonist	CHO parental Ca	CHO-K1 Ca ag	CHRM4 agonist	CHRM4 antagonist
COCCNC(=O)/C(C#N)=C/c1c(N2CCCCCC2)nc2c(C)cccn2c1=O	4	-5	-3	-2	-7	-31	1.4	5	2
CCNc1nc(SCC(=O)OC)nc(N(C)C)n1	-4	-3	7	-14	3	-5	0.3	0	-3
COc1ccc(OC)c(-c2csc(N(C)C(=O)Cc3ccccc3)n2)c1	-11	-14	5	-16	-2	-7	0.8	-1	-1
O=C(CNC(=O)Cn1cnc2sc3c(c2c1=O)CCCC3)NCc1ccccn1	9	-2	2	14	2	-3	-0.2	1	2
